Screening results (PubChem BioAssay)
BCR signal inh = chronic active BCR signaling inhibition. 0.05% of 340,000 active. Potency, µM (top dose mostly 46.1 µM), inactives show at the top dose ratio change, negative = lower green/red ratio, usual class: inhibitors. ABC-DLBCL IkBa-CBG/CBR reporter, luminescence ratio, 4 h; active = well fitted inhibition curve with a large enough effect in the signal ratio, with a control signal flat, not every such curve was filed as active; inconclusive = small, poorly fitted or top-dose-only effect, or effect the other way, or a change in a side signal; the % refers to the signal ratio;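 also: potency is read from the fitted curve at half-maximal effect; plate controls were basal doxycycline-induced cells for no effect and cells given 10 µM MG132 for full effect; MG132 reads +100%, hits lower the ratio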
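Doxycycline induced both beetle luciferases in TMD8 lymphoma cells; IKK-driven degradation limits the IkappaBalpha-fused green signal, while red luminescence normalises for cell number and nonspecific effects. Compounds tested up to 46 uM, 4 hrs.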
Menin-MLL TR inh = displaces Texas Red mutant MLL peptide from human menin. Potency, µM (highest dose often 61.6 µM), without a hit: at the top dose FP activity change, negative = inhibition, usual class: inhibitors. O00255. 0.23% of 270,000 active. Menin + Texas Red MLL mutant peptide, fluorescence polarization; active = well fitted inhibition curve with a large enough effect in the polarisation, with a control signal flat, not every such curve was filed as active; inconclusive = small, poorly fitted or top-dose-only effect, or effect the other way, or a change in a side signal; inactive = no such curve, though single readings can be large or run the other way; the % refers to the polarisation; also: potency is read from the fitted curve at half-maximal effect; % of control where 0% means no effect; many of its hits are not listed in these tables
PKM2 activator = PKM2 (human) enzyme activation | P14618 | purified PKM2, Kinase-Glo ATP luminescence, activation; response scale: 0% is enzyme alone, no compound | Potency, µM (titrated, usually from 57.5 µM), for the others: at the highest dose activation, usual class: activators | 0.34% of 260,000 active; also: potency is read from the fitted curve at half-maximal effect; % is scaled to controls: 0 for no effect and ±100 for the full control effect; nearly all actives have a fitted effect of over 55% in size
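Kinase-Glo luminescence reports ATP generated from ADP (0.1 mM) and PEP (0.5 mM) by purified hPK-M2 after 1 h at room temperature, pH 7.2 imidazole buffer; intermediate enzyme activity allows detecting inhibitors and activators.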
B2AR arrestin = recruits beta-arrestin to the human beta2-adrenergic receptor | beta-arrestin recruitment to beta2AR, cell-based reporter | Potency, µM (top dose mostly 46.1 µM), for the others: at the highest dose activation, usual class: activators | 0.02% of 330,000 active | AID 492947;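 also: potency is read from the fitted curve at half-maximal effect; 0% = DMSO controls and full agonism = EC100 isoproterenol or metaproterenol; nearly all actives have a fitted effect of over 65% in size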
Tb PFK inh = inhibitors of T. brucei phosphofructokinase; O15648; T. brucei PFK, ADP-Glo luminescence; Potency, µM (doses to about 57.5 µM), without a hit: at the highest dose activity, negative = inhibition, actives largely listed as inhibitors; 0.17% of 330,000 active;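 also: potency is read from the fitted curve at half-maximal effect; 0% = uninhibited 1x PFK enzyme wells and -100% = no-enzyme wells; nearly all actives have a fitted effect of over 60% in size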
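ADP-Glo luminescence quantified ADP after 45 min at room temperature, with 1.25 nM T. brucei PFK, 0.1 mM ATP and 0.5 mM fructose-6-phosphate in pH 8.0 TEA buffer. qHTS titrations up to 57 µM; curves classified by quality.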
PTAP TSG101 blk = blocks PTAP/TSG101 interaction to inhibit HIV-1 budding. Fluorescence polarization, FITC-PTAP peptide / Tsg101 binding. Potency, µM (top dose mostly 115 µM), without a hit: top-dose activity change, negative = inhibition, actives largely listed as inhibitors. Q99816. 340,000 tested, under 10 active; active = well fitted inhibition curve with a large enough effect in the main read-out, with a control signal flat, not every such curve was filed as active; inconclusive = small, poorly fitted or top-dose-only effect, or effect the other way, or a change in a side signal; inactive = no such curve, though single readings can be large or run the other way; also: potency is read from the fitted curve at half-maximal effect; % of control where 0% means no effect
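Tsg101 binding domain (10 uM final) was mixed with compound and a FITC-labeled PTAP peptide (50 nM final) in HEPES pH 7.5 buffer with NaCl, Tween 20, EDTA and TCEP; fluorescence polarization was read after 20 min at r.t.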
Integrin act MD = activates integrin-mediated alleviation for muscular dystrophy. Potency, µM (top dose mostly 38.3 µM), inactives show top-dose activation, hits mostly activators. 0.064% of 350,000 active. alpha7betagal myoblasts, beta-gal FDG fluorescence, 48 h. AID 624291;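 also: potency is read from the fitted curve at half-maximal effect; 100% = response of the positive control SU9516; nearly all actives have a fitted effect of over 60% in size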
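Alpha7betagal+/- myoblasts (passage 13) were plated 16-24 hr, then exposed to compounds (1:260 dilution of DMSO stock) for 48 hours at 37C. After MPER lysis, β-galactosidase reporter activity was read as FDG fluorescence (ex 480/em 540) after 30 minutes.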
Giardia killer = kills Giardia lamblia; activity change, % at 7.66 µM, hits read low; 0.15% of 340,000 active; AID 540267; Giardia lamblia trophozoite viability; in the data active = activity change below about -80%; inconclusive = between about -30% and that limit;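 also: parasites exposed to compound for two days anaerobically before the ATP read; % is scaled to controls: 0 for no effect and ±100 for the full control effect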
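Each well holds 100 Giardia trophozoites and compound. After two days (48 hrs) at 37 deg C in anaerobic conditions, ATP is quantified by luminescence.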
S-ASM inh = blocks human secretory acid sphingomyelinase; P17405; Potency, µM (titrated, usually from 57.5 µM), for the others: top-dose activity change, negative = inhibition, most hits filed as inhibitors; placental ASM, HMU-PC fluorogenic substrate, 60 min; 0.006% of 340,000 active; also: potency is read from the fitted curve at half-maximal effect
Target sequence (P17405 47-631 limits assumed): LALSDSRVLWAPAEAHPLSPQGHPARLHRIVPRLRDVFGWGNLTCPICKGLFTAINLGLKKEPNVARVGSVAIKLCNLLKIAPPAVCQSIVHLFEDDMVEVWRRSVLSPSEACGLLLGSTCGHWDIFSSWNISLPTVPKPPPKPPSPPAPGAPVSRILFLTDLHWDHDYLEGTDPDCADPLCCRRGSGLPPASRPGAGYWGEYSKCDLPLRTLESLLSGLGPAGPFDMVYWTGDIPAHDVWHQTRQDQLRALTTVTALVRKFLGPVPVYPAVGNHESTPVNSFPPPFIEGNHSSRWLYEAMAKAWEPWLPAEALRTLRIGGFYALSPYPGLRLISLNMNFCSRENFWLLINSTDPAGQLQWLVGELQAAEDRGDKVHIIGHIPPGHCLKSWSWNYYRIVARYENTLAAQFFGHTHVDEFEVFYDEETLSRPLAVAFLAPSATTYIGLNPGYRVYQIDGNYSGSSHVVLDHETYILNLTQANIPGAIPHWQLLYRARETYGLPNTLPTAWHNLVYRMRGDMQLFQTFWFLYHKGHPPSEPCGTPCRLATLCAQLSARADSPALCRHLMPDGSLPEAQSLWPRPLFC
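Human placenta-derived ASM enzyme was preincubated with compound for 10 minutes at room temperature, then given fluorogenic substrate HMU-PC0 (9 uM final) for 60 minutes at 37 °C; a pH 10 stop preceded fluorescence reading at Ex 386/Em 447 nm.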
GALK inhibitor = blocks human galactokinase activity. P51570. Purified GALK, Kinase-Glo residual ATP luminescence. Potency, µM (top dose mostly 57.5 µM), for inactives: at the top dose activity change, negative = inhibition, usual class: inhibitors. 0.007% of 270,000 active. AID 1868; also: potency is read from the fitted curve at half-maximal effect; % is scaled to controls: 0 for no effect and ±100 for the full control effect
Target sequence (P51570 whole entry, looked up): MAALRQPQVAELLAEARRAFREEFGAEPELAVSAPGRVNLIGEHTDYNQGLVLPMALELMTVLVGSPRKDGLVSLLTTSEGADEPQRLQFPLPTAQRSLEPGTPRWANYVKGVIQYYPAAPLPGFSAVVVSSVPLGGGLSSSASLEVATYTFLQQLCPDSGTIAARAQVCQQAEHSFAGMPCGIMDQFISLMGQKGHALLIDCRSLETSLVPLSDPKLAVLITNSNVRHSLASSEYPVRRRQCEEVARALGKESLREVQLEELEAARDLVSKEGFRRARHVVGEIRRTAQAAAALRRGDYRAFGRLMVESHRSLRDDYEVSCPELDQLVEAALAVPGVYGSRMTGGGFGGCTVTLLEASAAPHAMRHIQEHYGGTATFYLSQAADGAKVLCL
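Compounds were pin-transferred into ATP buffer (35 uM final), then GALK plus galactose (5 nM, 100 uM final) was added. After 1 h at room temperature, Kinase-Glo Plus was added and luminescence read after 10 min.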
Coupling enz = inhibits coupling enzyme system, counter-screen for aldolase hits; activity change, negative = inhibition, % at 58.2 µM, hits read low; 0.67% of 290,000 active; coupling enzyme system counterscreen, AmpLite Red fluorescence; in the data active = activity change below about -30%; also: % is scaled to controls: 0 for no effect and ±100 for the full control effect
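First, compound is pin-transferred into glyceraldehyde-3-phosphate coupling-enzyme reagent at 57.5 uM final and held 10 min at RT. Next, substrate, coupling system and AmpLite Red are added. After 20 min RT, fluorescence (525/598 nm) is read.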
* = called active by the depositor; [ ] = remark or other dose. Unless noted, calls follow the shape of the dose curve; as a rule, active = well fitted curve in the direction sought with a large enough effect; inconclusive = small, poorly fitted or top-dose-only effect, or another doubt; inactive = no such curve, though single readings can be large; an effect the other way counts as inactive or inconclusive. Only part of the results is shown. The share of hits here may be higher or lower than overall.

What do the screens show for `CC(=O)Nc1cccc(-c2nc3ccccc3o2)c1`?
BCR signal inh: 9%; Menin-MLL TR inh: -12%; PKM2 activator: 0%; B2AR arrestin: -0.3%; Tb PFK inh: -1%; PTAP TSG101 blk: -1%; Integrin act MD: 23%; Giardia killer: -3; S-ASM inh: -2%; GALK inhibitor: 5%; Coupling enz: 6

What do the screens show for `Cc1ccccc1C(=O)NC(=S)NCC(=O)c1ccccc1`?
BCR signal inh: inconclusive; Menin-MLL TR inh: 0%; PKM2 activator: -1%; B2AR arrestin: 5.2%; Tb PFK inh: 0%; PTAP TSG101 blk: -6%; Integrin act MD: 3%; Giardia killer: 4; S-ASM inh: 0%; GALK inhibitor: 1%; Coupling enz: 1

How did O=C(COC(=O)c1n[nH]c2ccccc12)NC1CCCCC1 do in these assays?
BCR signal inh: -8%; B2AR arrestin: -0.4%; Tb PFK inh: -2%; PTAP TSG101 blk: 1%; Integrin act MD: 2%; Giardia killer: -2; S-ASM inh: 0%

How did CC(=O)CSc1nc2c(c(=O)[nH]c(=O)n2C)n1Cc1cccc(Br)c1 do in these assays?
BCR signal inh: -14%; Menin-MLL TR inh: -24%; PKM2 activator: 14%; B2AR arrestin: -0.3%; Tb PFK inh: -4%; PTAP TSG101 blk: -7%; Integrin act MD: 19%; Giardia killer: -7; S-ASM inh: 0%; GALK inhibitor: -2%; Coupling enz: -1

Results for CCOc1ncccc1C(=O)OCC(=O)N(CC)c1ccccc1 ?
BCR signal inh: 3%; Menin-MLL TR inh: -10%; B2AR arrestin: 0.1%; Tb PFK inh: 1%; PTAP TSG101 blk: 0%; Integrin act MD: -5%; Giardia killer: 10; S-ASM inh: 3%; GALK inhibitor: 10%; Coupling enz: 1

Results for O=C(O)c1ccc2c(c1)C(=O)/C(=C/c1ccccc1)C2=O ?
BCR signal inh: inconclusive; Menin-MLL TR inh: inconclusive; PKM2 activator: -26%; B2AR arrestin: 0.0%; Tb PFK inh: inconclusive; PTAP TSG101 blk: -9%; Integrin act MD: 26%; Giardia killer: 10; S-ASM inh: 0%; GALK inhibitor: -5%; Coupling enz: -1

What do the screens show for `Cc1ccc(CC2CC(=O)N(c3ccc4c(c3)OCCO4)C2=O)cc1` (stereo not given)?
BCR signal inh: -1%; Menin-MLL TR inh: 15%; PKM2 activator: -1%; B2AR arrestin: 0.0%; Tb PFK inh: -3%; PTAP TSG101 blk: -5%; Integrin act MD: 16%; Giardia killer: 5; S-ASM inh: 1%; GALK inhibitor: -1%; Coupling enz: 1

Results for CC(CCc1ccco1)NC(=O)CCc1nnc2ccc(NCc3ccc(Cl)cc3)nn12 (stereo not given) ?
BCR signal inh: 0%; B2AR arrestin: -0.2%; Tb PFK inh: -1%; PTAP TSG101 blk: -10%; Integrin act MD: inconclusive; Giardia killer: -11; S-ASM inh: 4%; GALK inhibitor: -1%

How did Cc1ccc(CNS(=O)(=O)c2c(C)[nH]c(C)c2C(=O)N2CCCCC2)cc1 do in these assays?
BCR signal inh: 4%; B2AR arrestin: -1.0%; Tb PFK inh: 1%; PTAP TSG101 blk: -1%; Integrin act MD: -18%; Giardia killer: -27; S-ASM inh: 2%; GALK inhibitor: 4%

How did O=C(NC(=S)NNC(=O)c1ccco1)c1ccc(F)cc1 do in these assays?
BCR signal inh: inconclusive; Menin-MLL TR inh: 4%; B2AR arrestin: -0.3%; Tb PFK inh: -3%; PTAP TSG101 blk: 4%; Integrin act MD: -52%[inhibitor]; Giardia killer: -10; S-ASM inh: 3%; GALK inhibitor: 2%; Coupling enz: 0

What do the screens show for `N/C(COc1cccc(C(F)(F)F)c1)=N\NC(=O)c1cccnc1Oc1ccccc1`?
BCR signal inh: inconclusive; Menin-MLL TR inh: 0%; PKM2 activator: -4%; B2AR arrestin: -0.1%; Tb PFK inh: 0%; PTAP TSG101 blk: -5%; Integrin act MD: 8%; Giardia killer: -8; S-ASM inh: 3%; GALK inhibitor: 2%; Coupling enz: 0

Results for CCOC(=O)CSc1nc(C)c(CC)c(C)c1C(N)=O ?
BCR signal inh: -1%; Menin-MLL TR inh: -8%; PKM2 activator: -1%; B2AR arrestin: 0.0%; Tb PFK inh: 3%; PTAP TSG101 blk: 1%; Integrin act MD: -6%; Giardia killer: 6; S-ASM inh: 1%; GALK inhibitor: 0%; Coupling enz: 0

What do the screens show for `O=C(Nc1cccc(F)c1)C1CCN(c2nnnn2-c2ccccc2)CC1`?
BCR signal inh: 6%; Menin-MLL TR inh: 18%; PKM2 activator: -2%; B2AR arrestin: -0.2%; Tb PFK inh: 2%; PTAP TSG101 blk: -9%; Integrin act MD: inconclusive; Giardia killer: 19; S-ASM inh: 0%; GALK inhibitor: 0%; Coupling enz: 2

What do the screens show for `CC(C1CC1)N(Cc1ccccc1)C(=O)NC(=O)c1cccc(F)c1` (stereo not given)?
BCR signal inh: 2%; Menin-MLL TR inh: 0%; PKM2 activator: -7%; B2AR arrestin: -0.7%; Tb PFK inh: -2%; PTAP TSG101 blk: -7%; Integrin act MD: 0%; Giardia killer: -8; S-ASM inh: 1%; GALK inhibitor: -1%; Coupling enz: 8

How did COc1ccc2c(c1)c1ncn(Cc3ccc(F)cc3)c(=O)c1n2C do in these assays?
BCR signal inh: inconclusive; PKM2 activator: 2%; B2AR arrestin: 0.0%; Tb PFK inh: -6%; PTAP TSG101 blk: -6%; Integrin act MD: 22%; Giardia killer: 11; S-ASM inh: 61%[activator]; GALK inhibitor: 3%; Coupling enz: 2

Results for Cc1oc(-c2cccc(Cl)c2)nc1CN1CCC(C(=O)NCCCN2CCCC2=O)CC1 ?
BCR signal inh: 5%; Menin-MLL TR inh: -8%; PKM2 activator: -13%; B2AR arrestin: 0.5%; Tb PFK inh: -3%; PTAP TSG101 blk: 1%; Integrin act MD: 18%; Giardia killer: 4; S-ASM inh: 0%; GALK inhibitor: 1%; Coupling enz: -1

How did CCOc1ccc(N2CC(C(=O)Nc3ccc(S(=O)(=O)N4CCCC4)cc3)CC2=O)cc1 (stereo not given) do in these assays?
BCR signal inh: 10%; Menin-MLL TR inh: 5%; PKM2 activator: 0%; B2AR arrestin: -0.1%; Tb PFK inh: -2%; PTAP TSG101 blk: -2%; Integrin act MD: 19%; Giardia killer: -10; S-ASM inh: inconclusive; GALK inhibitor: 1%; Coupling enz: 0

What do the screens show for `Cn1c(O)c(C2=c3ccccc3=NC2=O)[nH]c1=S`?
BCR signal inh: 2%; Menin-MLL TR inh: 5%; PKM2 activator: -10%; B2AR arrestin: -1.1%; Tb PFK inh: -7%; PTAP TSG101 blk: 1%; Integrin act MD: -4%; Giardia killer: -12; S-ASM inh: 2%; GALK inhibitor: 1%; Coupling enz: 1

Results for Clc1cccc(/C=N/Nc2nnc(Cl)c3ccccc23)c1 ?
BCR signal inh: inconclusive; Menin-MLL TR inh: 18%; PKM2 activator: 0%; B2AR arrestin: 4.8%; Tb PFK inh: -5%; PTAP TSG101 blk: -1%; Integrin act MD: -41%; Giardia killer: 6; S-ASM inh: -3%; GALK inhibitor: 0%; Coupling enz: -2

How did COC(=O)c1ccccc1NC(=O)CCC(=O)N1CC(C)Oc2ccc(C)cc21 (stereo not given) do in these assays?
BCR signal inh: -3%; Menin-MLL TR inh: inconclusive; PKM2 activator: 0%; B2AR arrestin: -0.4%; Tb PFK inh: 1%; PTAP TSG101 blk: -5%; Integrin act MD: -1%; Giardia killer: 40[activator]; S-ASM inh: -1%; Coupling enz: -3

How did COC(C(=O)Nc1ccnn1C1CCN(Cc2cnn(C(C)C)c2)CC1)c1ccccc1 (stereo not given) do in these assays?
BCR signal inh: -1%; PKM2 activator: -12%; B2AR arrestin: -0.7%; Tb PFK inh: 3%; PTAP TSG101 blk: -3%; Integrin act MD: 0%; Giardia killer: -13; S-ASM inh: 1%; GALK inhibitor: 0%
